Screening results from PubChem.
ROS inducer = ROS inducers in U2OS cancer cells, primary screen, cell-based, H2DCF-DA fluorescence. U2OS ROS induction. ROS induction (% of piperlongumine), % at 10 µM. 46,000 compounds, 2% hits; in the data active means ROS induction above about 79%, passing the limit was not always enough; inconclusive means no clear call, values can overlap the other calls;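 further: 0% = DMSO vehicle median and 100% = reference compound median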
The depositor's hits bear a star; ? = inconclusive. The list is partial (hit frequency here may not be typical).

SMILES	ROS inducer
CCC(=O)OCC(=O)C1(OC(=O)CC)[C@H](C)C[C@H]2[C@H]3[C@H]([C@@H](O)C[C@@]21C)[C@@]1(C)C=CC(=O)C=C1C[C@H]3Cl (stereo partly specified)	-2
O=C(NO)c1cccc(C(=O)N/N=C/c2cc(Br)ccc2O)c1	-16
C[C@H](CO)N1C[C@H](C)[C@H](CN(C)Cc2ccncc2)Oc2ccc(NS(=O)(=O)c3ccccc3)cc2C1=O	10
COc1ccccc1N1CCN(CCCCN2C(=O)c3ccccc3C2=O)CC1	-4
CCc1ccc2[nH]c(C(=O)Nc3ccc(C(F)(F)F)c(C#N)c3)cc2c1	0
Cc1ccc(S(=O)(=O)N(C)C[C@H]2Oc3c(NC(=O)c4nc5ccccc5s4)cccc3C(=O)N([C@H](C)CO)C[C@H]2C)cc1	-2
C[C@@H]1CN([C@@H](C)CO)C(=O)c2cccc(NS(=O)(=O)c3cn(C)cn3)c2O[C@H]1CN(C)S(=O)(=O)c1ccc(Cl)cc1	-2
C[C@H]1CN([C@@H](C)CO)C(=O)Cc2cc(NC(=O)Nc3ccc(F)cc3)ccc2O[C@H]1CN(C)CC1CCCCC1	30
COc1ccc(CN(C)C[C@H]2Oc3c(NC(=O)C4CCCCC4)cccc3C(=O)N([C@@H](C)CO)C[C@@H]2C)cc1	25
C[C@@H]1CN([C@@H](C)CO)C(=O)Cc2cc(NC(=O)C3CC3)ccc2O[C@@H]1CN(C)Cc1ccccc1	3
CC(C)NC(=O)N(C)C[C@H]1Oc2ccc(NS(=O)(=O)c3cn(C)cn3)cc2C(=O)N([C@@H](C)CO)C[C@H]1C	-32
CC(C)NC(=O)Nc1ccc2c(c1)CC(=O)N([C@@H](C)CO)C[C@H](C)[C@H](CN(C)Cc1ccc(Cl)c(Cl)c1)O2	12
CC1CN(c2nc3ccccc3nc2SCC(=O)NCc2ccccc2Cl)CC(C)O1 (stereo unspecified)	45
C[C@@H]1CN([C@H](C)CO)C(=O)Cc2cc(NC(=O)Nc3ccc(C(F)(F)F)cc3)ccc2O[C@H]1CN(C)S(=O)(=O)c1ccccc1	-1
C[C@H]1CN([C@@H](C)CO)C(=O)Cc2cc(NC(=O)Nc3ccc(F)cc3)ccc2O[C@@H]1CN(C)S(=O)(=O)c1cccs1	9
C[C@@H]1CN([C@@H](C)CO)C(=O)c2cc(NC(=O)CCN3CCOCC3)ccc2O[C@@H]1CN(C)C(=O)Nc1ccc2c(c1)OCO2	1
C[C@@H]1CN([C@H](C)CO)C(=O)Cc2cc(NC(=O)Cn3cnnn3)ccc2O[C@@H]1CN(C)C(=O)Nc1ccc2c(c1)OCO2	74
CCOC(=O)C1CCCN(C(=O)C2c3ccccc3Oc3ccccc32)C1 (stereo unspecified)	0
C[C@@H]1CN([C@H](C)CO)C(=O)c2cc(NS(=O)(=O)c3ccc(Cl)cc3)ccc2O[C@H]1CN(C)CC1CCCCC1	19
COc1ccc(CN(C)C[C@H]2Oc3c(NC(=O)NC4CCCCC4)cccc3C(=O)N([C@H](C)CO)C[C@H]2C)cc1	6
C[C@@H]1CN([C@@H](C)CO)C(=O)c2cccc(NS(=O)(=O)c3cn(C)cn3)c2O[C@@H]1CN(C)S(=O)(=O)c1ccc(F)cc1	-7
CCSc1ncnc2c1sc1nc3c(cc12)COC(C)(C)C3	17
C[C@@H]1CCCCO[C@H](CN(C)S(=O)(=O)c2ccccc2)[C@@H](C)CN([C@H](C)CO)C(=O)c2cc(NS(=O)(=O)c3ccc(F)cc3)ccc2O1	28
C[C@@H]1CN([C@H](C)CO)C(=O)c2cc(NC(=O)CCCN(C)C)ccc2O[C@H]1CN(C)S(=O)(=O)c1ccc(F)cc1	-11
COc1ccc(-c2nnnn2C)cc1S(=O)(=O)NCc1ccccc1	20

Arranged by length of the SMILES (lowest first): some entries from above
SMILES	ROS inducer
O=C(NO)c1cccc(C(=O)N/N=C/c2cc(Br)ccc2O)c1	-16
CCOC(=O)C1CCCN(C(=O)C2c3ccccc3Oc3ccccc32)C1 (stereo unspecified)	0
CC1CN(c2nc3ccccc3nc2SCC(=O)NCc2ccccc2Cl)CC(C)O1 (stereo unspecified)	45
C[C@@H]1CN([C@@H](C)CO)C(=O)Cc2cc(NC(=O)C3CC3)ccc2O[C@@H]1CN(C)Cc1ccccc1	3
C[C@@H]1CN([C@H](C)CO)C(=O)Cc2cc(NC(=O)Cn3cnnn3)ccc2O[C@@H]1CN(C)C(=O)Nc1ccc2c(c1)OCO2	74
Cc1ccc(S(=O)(=O)N(C)C[C@H]2Oc3c(NC(=O)c4nc5ccccc5s4)cccc3C(=O)N([C@H](C)CO)C[C@H]2C)cc1	-2
CCC(=O)OCC(=O)C1(OC(=O)CC)[C@H](C)C[C@H]2[C@H]3[C@H]([C@@H](O)C[C@@]21C)[C@@]1(C)C=CC(=O)C=C1C[C@H]3Cl (stereo partly specified)	-2

New compounds follow:
SMILES	ROS inducer
C[C@H](CO)N1C[C@H](C)[C@H](CN(C)Cc2ccc3c(c2)OCO3)Oc2ccc(NC(=O)Nc3ccccc3)cc2CC1=O	-3
C[C@H](CO)N1C[C@H](C)[C@@H](CN(C)C(=O)NC2CCCCC2)Oc2ccc(NC(=O)c3ccncc3)cc2C1=O	-1
COc1ccc2oc(-c3ccccc3)cc(=O)c2c1	-5
Cc1noc(C)c1S(=O)(=O)Nc1cccc2c1O[C@H](CN(C)Cc1ccc3c(c1)OCO3)[C@H](C)CN([C@H](C)CO)C2=O	-2
Cc1nn(-c2ccccc2)nc1CNC(=O)CC(C)(C)C	-15
C[C@@H]1CN([C@H](C)CO)C(=O)c2cccc(NC(=O)Nc3ccc4c(c3)OCO4)c2O[C@H]1CN(C)Cc1ccc2c(c1)OCO2	?
C[C@H]1CN([C@@H](C)CO)C(=O)c2cc(NC(=O)Nc3ccc(C(F)(F)F)cc3)ccc2O[C@@H]1CN(C)CC1CCCCC1	-4
O=C(COc1ccccc1[N+](=O)[O-])Nc1ccc(-c2nc3cc(Cl)ccc3o2)cc1	8
CC(=O)Nc1ccc(OCC(O)Cn2nc(C)cc2C)cc1 (stereo unspecified)	11
COC(=O)c1ccc(NC(=O)C(C)N2c3cccc4cccc(c34)S2(=O)=O)cc1 (stereo unspecified)	3
COc1ccc([Si](C)(C)[C@H]2[C@H](CCO)O[C@@]3(C(=O)N(Cc4ccc(N5CCOC5=O)cc4)c4ccccc43)[C@@H]2C)cc1	130*
CCOC(=O)c1c(C)noc1-c1csc(Nc2c(C)cc(C)cc2C)n1	-7
Cc1noc(C)c1NC(=O)Nc1ccc2c(c1)C(=O)N([C@H](C)CO)C[C@@H](C)[C@H](CN(C)Cc1ccc(C(=O)O)cc1)O2	-4
CCn1c(SCC(=O)c2ccccc2)nnc1-c1ccco1	1
C[C@@H]1CN([C@@H](C)CO)C(=O)c2cccc(NC(=O)c3cnccn3)c2O[C@H]1CN(C)C	-7
CC(C)c1ccc2c(c1)CCC1[C@](C)(CN)CCC[C@]21C (stereo partly specified)	-8
COc1ccc(CN(C)C[C@@H]2Oc3ccc(NC(=O)CCN4CCOCC4)cc3C(=O)N([C@@H](C)CO)C[C@@H]2C)cc1	0
CC(/C(O)=C(/C#N)c1nc2ccccc2[nH]1)N1C(=O)c2ccccc2C1=O (stereo unspecified)	5
COc1ccc(-n2c(SCc3nc4ccccc4s3)nnc2-c2cccnc2)cc1	14
C[C@H]1CN([C@@H](C)CO)C(=O)c2cc(N(C)C)ccc2O[C@H]1CN(C)Cc1ccc(-c2ccccc2)cc1	3
COC(=O)Oc1ccc2c(=O)c(-c3ccccc3)coc2c1	-8
COc1ccc(NC(=O)N(C)C[C@H]2Oc3ccc(NC(=O)Nc4cccc5ccccc45)cc3CC(=O)N([C@@H](C)CO)C[C@H]2C)cc1	21
C[C@@H]1CN([C@@H](C)CO)C(=O)c2cccc(NC(=O)c3nc4ccccc4s3)c2O[C@H]1CN(C)Cc1ccc(C(=O)Nc2ccccc2N)cc1	56
CCCC(=O)Nc1ccc(N)cc1	1
COc1ccc(S(=O)(=O)N(C)C[C@@H]2Oc3ccc(NC(=O)Nc4ccc(C(F)(F)F)cc4)cc3CC(=O)N([C@H](C)CO)C[C@H]2C)cc1	-8

Shown with bars between the fields: three of the compounds above.
canonical_smiles | ROS inducer
Cc1nn(-c2ccccc2)nc1CNC(=O)CC(C)(C)C | -15
O=C(NO)c1cccc(C(=O)N/N=C/c2cc(Br)ccc2O)c1 | -16
COc1ccc(CN(C)C[C@H]2Oc3c(NC(=O)C4CCCCC4)cccc3C(=O)N([C@@H](C)CO)C[C@@H]2C)cc1 | 25

(listing goes on)
SMILES	ROS inducer
Cc1cc(-c2nnc(SCC(=O)c3ccccc3Cl)n2C)no1	0
CC(C)NC(=O)N(C)C[C@H]1Oc2c(NC(=O)c3ccc(-c4nccs4)cc3)cccc2C(=O)N([C@H](C)CO)C[C@@H]1C	-4
CCn1c(SCC(=O)Nc2ccc3c(c2)OCCO3)nnc1-c1ccncc1	-5
COc1ccccc1CN(C)C[C@H]1OCc2cn(nn2)CCCC(=O)N([C@H](C)CO)C[C@@H]1C	0
C[C@@H]1CN([C@H](C)CO)C(=O)c2cc(NC(=O)Nc3ccccc3)ccc2O[C@@H]1CN(C)S(=O)(=O)c1cn(C)cn1	-9
CCOC(=O)Cc1nnc(Nc2cccc(C)c2)c2ccccc12	-6
N#Cc1cc[n+](CC(=O)c2ccc(NC(=O)c3ccccc3)cc2)cc1	28
C[C@@H]1CN([C@@H](C)CO)C(=O)Cc2cc(NC(=O)Nc3ccc(C(F)(F)F)cc3)ccc2O[C@@H]1CN(C)S(=O)(=O)c1cccs1	25
O=C1C(Cc2ccc(-c3nn[nH]n3)cc2)=C(c2ccccc2)S(=O)(=O)c2ccccc21	44
O=C(NC1CC1)c1ccc(Cl)cc1Cl	0
COc1cc2c(cc1OC)CN(C(=O)[C@@H]1[C@H]3C(=O)O[C@H](c4ccccc4)[C@H](c4ccccc4)N3[C@H](c3ccc(O)cc3)[C@@]13C(=O)Nc1ccc(C#CC4(O)CCCCCC4)cc13)CC2	-14
CCc1ccc(NC(=O)N2CC(C)Sc3ccccc32)cc1 (stereo unspecified)	-7
C[C@H]1CN([C@@H](C)CO)C(=O)c2cc(NC(=O)CCN3CCOCC3)ccc2O[C@@H]1CN(C)Cc1ccc(C(F)(F)F)cc1	-15
CCOC(=O)c1c(N)n[nH]c1C	4
COC(=O)/C=C1\SC(=NC(=O)c2ccc(F)cc2)NC1=O	1
Brc1ccc(-c2cnc3ccccc3n2)s1	4
Cc1ccc(Oc2ncc(C(F)(F)F)cc2Cl)c2c1CCC2	10
C[C@@H]1CCCCO[C@@H](CN(C)C(=O)Cc2ccccc2)[C@@H](C)CN([C@H](C)CO)C(=O)c2cc(NS(=O)(=O)c3cn(C)cn3)ccc2O1	-1
Cc1noc(C)c1NC(=O)N(C)C[C@H]1Oc2c(NC(=O)C3CC3)cccc2C(=O)N([C@H](C)CO)C[C@@H]1C	-6
O=C(CCc1nc(-c2ccccc2Cl)no1)Nc1ccc(Cl)c(Cl)c1	-9
Cc1noc(C)c1NC(=O)N(C)C[C@@H]1Oc2ccc(NS(=O)(=O)c3c(C)noc3C)cc2C(=O)N([C@@H](C)CO)C[C@@H]1C	-11
O=C(C1CC(=O)N(c2ccc(F)c(Cl)c2)C1)N1CCCCC1 (stereo unspecified)	-6
Cc1noc(C)c1NC(=O)Nc1cccc2c1O[C@@H](CN(C)S(C)(=O)=O)[C@H](C)CN([C@@H](C)CO)C2=O	-8
C[C@@H]1CN([C@@H](C)CO)C(=O)c2cccc(NC(=O)Nc3ccc4c(c3)OCO4)c2O[C@@H]1CN(C)S(C)(=O)=O	0
C[C@@H]1CCCCO[C@H](CN(C)C(=O)NC2CCCCC2)[C@@H](C)CN([C@H](C)CO)C(=O)c2cc(N(C)C)ccc2O1	6

The results go on:
SMILES	ROS inducer
C[C@@H]1CN([C@@H](C)CO)C(=O)c2cc(NS(C)(=O)=O)ccc2O[C@@H]1CN(C)Cc1ccccc1	-10
C[C@@H]1CN([C@H](C)CO)C(=O)c2cccc(NS(C)(=O)=O)c2O[C@H]1CN(C)Cc1ccc(Cl)c(Cl)c1	2
O=C(NCc1ccc2c(c1)CCO2)c1ccc2nsnc2c1	-14
C[C@H]1CN([C@@H](C)CO)C(=O)c2cccc(NC(=O)c3nc4ccccc4s3)c2O[C@H]1CN(C)S(=O)(=O)c1cn(C)cn1	1
COc1ccc(-c2cc(=O)c3c(OC)cc(OC)cc3o2)cc1	6
COC(=O)c1ccc(S(=O)(=O)N2CCN(c3ccc(C(F)(F)F)cn3)CC2)n1C	8
Cc1ccsc1C(N)=S	-11
C[C@H](CO)N1C[C@H](C)[C@H](CN(C)S(C)(=O)=O)Oc2ccc(NC(=O)CCC(F)(F)F)cc2C1=O	4
C[C@H](CO)N1C[C@H](C)[C@H](CN(C)S(=O)(=O)c2ccc(Oc3ccccc3)nc2)OCc2cnnn2CCCC1=O	-17
C[C@H]1CN([C@@H](C)CO)C(=O)c2cc(NC(=O)Nc3ccc(C(F)(F)F)cc3)ccc2O[C@H]1CN(C)Cc1ccc(C(=O)Nc2ccccc2N)cc1	-11
FC(F)(F)c1ccnc(Oc2ccc(C3=NCCS3)cc2)c1	-21
CCSc1nc2sc3c(c2c(=O)n1-c1ccc(OC)cc1)CC(C(C)C)OC3 (stereo unspecified)	11
C[C@@H]1CN([C@H](C)CO)C(=O)Cc2cc(NC(=O)CCC(F)(F)F)ccc2O[C@H]1CN(C)C(=O)Nc1ccc2c(c1)OCO2	-5
S=c1nc(NC2CC2)c2ccccc2[nH]1	-9
O=C(COc1ccccc1[N+](=O)[O-])Nc1ccc2oc(-c3ccc(F)cc3Cl)nc2c1	2
COc1ccc(C(CC(=O)O)NC(=O)Cc2ccccc2)cc1 (stereo unspecified)	15
CCCCn1c(Br)nc2c1c(=O)[nH]c(=O)n2C	4
O=C(O)CCc1ccc(-c2ccc(F)cc2)n1-c1ccc(C(=O)O)cc1	-2
C[C@@H]1CN([C@H](C)CO)C(=O)Cc2cc(NS(=O)(=O)c3ccc(F)cc3)ccc2O[C@@H]1CN(C)C(=O)Nc1ccccc1	-5
CCOc1ccc(C2(CC(=O)Nc3ccccc3)C(=O)c3ccccc3C2=O)cc1OC	16
